CCHFV vOTU inh – CCHFV vOTU protease inhibitors, primary screen, biochemical, Pep-AMC substrate, fluorescence | AID 651958, 2012 | actives 0.55% (n = 370,000) | inhibition, % at 11.5 µM; in the data active means inhibition above about 30%; further: 0% = vehicle wells with enzyme and 100% = no enzyme wells
Rv3671c inh – Rv3671c serine protease inhibitors, primary screen, biochemical, fluorescence polarization, M. tuberculosis H37Rv. P9WHR9. actives 0.048% (n = 320,000). inhibition, % at 5.96 µM; in the data active means inhibition above about 38%;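 further: extracellular domain of Rv3671c used as enzyme; 0% = enzyme with DMSO and 100% = no enzyme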
Target sequence (P9WHR9 whole entry, looked up, the tested form may be a part): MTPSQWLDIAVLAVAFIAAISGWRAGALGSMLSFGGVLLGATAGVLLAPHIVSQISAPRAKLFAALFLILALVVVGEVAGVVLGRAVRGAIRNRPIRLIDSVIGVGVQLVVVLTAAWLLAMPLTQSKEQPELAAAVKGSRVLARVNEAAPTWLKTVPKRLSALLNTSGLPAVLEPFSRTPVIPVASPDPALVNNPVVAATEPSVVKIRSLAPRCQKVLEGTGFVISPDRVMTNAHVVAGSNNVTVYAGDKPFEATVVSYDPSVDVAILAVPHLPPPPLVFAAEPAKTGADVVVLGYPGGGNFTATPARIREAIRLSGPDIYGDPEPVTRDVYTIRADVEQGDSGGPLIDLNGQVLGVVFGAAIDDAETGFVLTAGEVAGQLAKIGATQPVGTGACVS
VHR inh abs – VHR1 phosphatase inhibitors, primary screen, biochemical, absorbance, uHTS; inhibition, % at 13.3 µM; recombinant VHR phosphatase, pNPP absorbance; Dual specificity protein phosphatase 3 (Homo sapiens), P51452; actives 0.52% (n = 290,000); in the data active means inhibition above about 50%; further: some compounds called inactive have numbers as strong as hits
Target sequence (P51452 whole entry, looked up): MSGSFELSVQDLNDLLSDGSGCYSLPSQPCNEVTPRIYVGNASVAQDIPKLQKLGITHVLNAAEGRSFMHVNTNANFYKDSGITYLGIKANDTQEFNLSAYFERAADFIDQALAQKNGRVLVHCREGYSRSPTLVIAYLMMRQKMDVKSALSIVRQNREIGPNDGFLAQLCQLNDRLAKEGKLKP
SSB-PriA inh – inhibitors of Klebsiella pneumoniae PriA binding to SSB C-terminal tail, primary screen, biochemical, AlphaScreen. PriA–SSB C-terminal tail interaction (Klebsiella pneumoniae). AlphaScreen SSBct-PriA binding, biotinylated peptide. inhibition, % at 33 µM. actives 0.6% (n = 430,000). AID 1272365, 2023; in the data active means inhibition mostly above about 37%, no sharp cut-off; inactive means mostly below about 20%;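 further: plate controls were negative control peptide for no effect and reference peptide for full effect; strong numbers were not always called active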
BoNT F protease – BoNT/F light chain protease inhibitors, primary screen, biochemical, flow cytometry, MLPCN library. Multiplex microsphere protease cleavage assay. actives 0.22% (n = 360,000). inhibition, % at 10 µM. Botulinum neurotoxin type F light chain protease (Clostridium botulinum); in the data active means inhibition above about 35%, passing the limit was not always enough; inconclusive means no clear call, values can overlap the other calls; further: plate controls were buffer without enzyme for full effect and enzyme alone for no effect
MazF activator – activators of E. coli MazEF toxin-antitoxin RNase, primary screen, biochemical, fluorescence, uHTS; Endoribonuclease toxin MazF (Escherichia coli (strain K12)), P0AE70; actives 0.32% (n = 350,000); FAM/BHQ RNA-DNA oligo cleavage fluorescence, 5 h; activation, % at 20 µM; in the data active means activation above about 50%
Target sequence (P0AE70 whole entry, looked up): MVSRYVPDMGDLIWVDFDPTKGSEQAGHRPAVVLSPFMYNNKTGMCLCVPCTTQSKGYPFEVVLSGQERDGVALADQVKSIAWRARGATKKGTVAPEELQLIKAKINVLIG
3CLpro inhibitor – SARS-CoV 3CLpro protease inhibitors, primary screen, biochemical, quenched FRET; inhibition, % at 6 µM; AID 1706, 2009; actives 0.14% (n = 290,000); recombinant SARS-CoV 3CLpro, quenched FRET peptide cleavage; in the data active means inhibition above about 12%
PrPC TRFRET – inhibitors of human cell surface prion protein PrPC, primary screen, cell-based, TR-FRET; Major prion protein (Homo sapiens), P04156; TR-FRET read-out; inhibition, % at 13.8 µM; actives 0.43% (n = 370,000); AID 720596, 2013; in the data active means inhibition above about 24%; further: 0% = median of the test wells and 100% = reference compound wells
BoNT-A LC inh2 – BoNT/A light chain protease inhibitors, primary screen, biochemical, flow cytometry, MLPCN library; multiplex microsphere protease substrate cleavage; AID 588499, 2011; Botulinum neurotoxin type A light chain protease (Clostridium botulinum A str. ATCC 3502); inhibition, % at 10 µM; actives 0.17% (n = 360,000); further: plate controls were buffer without enzyme for full effect and enzyme alone for no effect
Anthrax LF inh2 – Bacillus anthracis LF protease inhibitors, primary screen, biochemical, multiplex microsphere, MLPCN library | actives 0.12% (n = 360,000) | Lethal factor (Bacillus anthracis), P15917 | inhibition, % at 10 µM | multiplex microsphere protease cleavage assay; further: plate controls were buffer without enzyme for full effect and enzyme alone for no effect
Starred values were filed as active, the others as inactive; ? = inconclusive; . = not tested or not shown. Unless noted, no stated cut-off is given here; in the data, active means inhibition above about 30%; inconclusive means no clear call, values can overlap the other calls; inactive means below that. Not all compounds are listed, so the mix of outcomes need not match the whole.

SMILES	CCHFV vOTU inh	Rv3671c inh	VHR inh abs	SSB-PriA inh	BoNT F protease	MazF activator	3CLpro inhibitor	PrPC TRFRET	BoNT-A LC inh2	Anthrax LF inh2
O=S(=O)(Nc1ccccc1N1CCCC1)c1ccccc1C(F)(F)F	-16	.	.	.	-10	9	.	5	0.6	5
CN(CC(=O)Nc1ccc(S(N)(=O)=O)cc1)c1ccccc1	5	1	37	-7	-5	-1	-5	-3	-0.4	-4
CCOC(=O)CN1N=C(c2ccc(Cl)cc2)CCC1=O	-8	-2	-16	-27	-5	8	5	0	-2.8	-2
O=C(CN1CCCC1)N1c2ccccc2C=Cc2ccccc21	-8	6	9	-7	-2	-1	2	-8	-0.1	0
O=C(N/N=C/c1c(O)n(Cc2ccc(F)cc2)c(=O)[nH]c1=O)c1ccccc1O	14	-31	5	.	-13	-1	-1	-3	-1.4	-1
CCOC(=O)c1cc(=O)c2ccc(OCC(=O)Nc3ccc(F)cc3)cc2o1	15	6	-3	-1	-7	2	2	7	-1.4	2
O=C(NC(Cc1ccccc1)c1nc2ccccc2[nH]1)C1CC(=O)N(c2ccc3c(c2)OCCO3)C1 (centres undefined)	3	-2	-10	-7	-3	1	2	-1	2.1	1
O=C(CNCCO)N1CCc2ccccc21	12	9	8	5	-3	6	-2	-2	0.2	0
CCc1ccc(/C=C2/Sc3ccccc3N(CC(=O)NCCCN3CCOCC3)C2=O)cc1	9	-11	-9	10	-1	-7	-4	-14	-0.7	-1
COc1ccc(Cl)c(NCCC(=O)O)c1	9	-5	13	0	?	1	0	0	-3.8	-8
OCC[C@@H]1C[C@H](O)[C@@H](O)[C@@]2(OCc3cc(C(F)(F)F)ccc32)O1	9	.	.	.	-10	-4	.	9	0.1	-12
CC(C)(C)c1ccc(C(=O)NC(CC(=O)O)c2ccc(OC3CCCC3)cc2)cc1 (centres undefined)	26	-11	10	-5	-3	2	8	-15	1.7	-5
COc1ccccc1NC(=O)C(NC(=O)OC(C)(C)C)C(C)OCc1ccccc1 (centres undefined)	.	1	31	-17	2	-3	-1	.	0.4	-2
COc1cccc(OC)c1OC(=O)c1ccccc1	7	.	.	-6	4	7	.	-4	-0.4	-3
COc1cc(/C=C(/C#N)c2nc3ccccc3[nH]2)ccc1OCC(=O)Nc1ccccc1C	-20	-16	27	-6	5	6	4	2	-0.1	1
CN(C)c1ccc(/C=N/O)cc1	16	3	2	.	0	-9	1	-3	-0.2	3
O=C(CSc1nc2ccc([N+](=O)[O-])cc2[nH]1)NC1CCCCCC1	11	-3	14	13	5	4	3	9	0.3	-4
O=C(c1ccccc1)c1ccc(OCC(O)CNCc2ccc(Cl)cc2)cc1 (centres undefined)	9	0	-14	4	-23	-2	-1	-5	-0.4	-6
CCCN(C(=O)Cc1coc2cc(OC)ccc12)C1CCS(=O)(=O)C1 (centres undefined)	1	-6	.	3	-11	-1	.	4	-0.5	-6
COc1cccc(NC(=O)N2CCCC2C(=O)NCc2ccccc2F)c1 (centres undefined)	-12	0	0	-13	-2	3	-1	-1	-0.2	-2
CCCn1c(C2CCCN2c2nc(-c3ccc(OC)cc3)cs2)nc2ccccc21 (centres undefined)	.	-3	28	-2	-1	-8	-5	.	-1.0	0
COc1ccc(N2C(=O)C(Cl)=C(Nc3ccc(OC)cc3OC)C2=O)cc1	-9	-8	11	-8	-5	3	1	2	-1.0	-5
Cc1ccc(S(=O)(=O)N2CCCCC2)cc1C(=O)OC(C)C(=O)NCC1CCCCC1 (centres undefined)	0	.	.	-10	-5	-3	.	1	0.5	-3
Cc1cccc(NC(=O)COc2ccc(Br)cc2)n1	2	3	-13	-16	1	4	-3	4	?	-8
COCCNC(=O)c1onc(CCl)c1C(=O)OC	-6	2	6	-4	-11	7	1	4	-0.7	-5

Further compounds follow.
SMILES	CCHFV vOTU inh	Rv3671c inh	VHR inh abs	SSB-PriA inh	BoNT F protease	MazF activator	3CLpro inhibitor	PrPC TRFRET	BoNT-A LC inh2	Anthrax LF inh2
CN(c1ccccc1)c1nc(N)c([N+](=O)[O-])c(Nc2ccccc2)n1	17	-21	5	7	3	-3	3	-3	0.2	12
CC12CCC(C1)C(C)(C)C2OC(=O)c1ccccc1C(=O)O (centres undefined)	-3	2	-5	-6	-1	5	5	11	-2.2	1
COc1ccc(CCNC(=O)Cn2ccc3c(OC)cccc3c2=O)cc1OC	4	-2	5	-5	-11	1	-2	4	-0.4	-2
O=C(N[C@@H](c1ccccc1)[C@@H]1C[C@H]1C(=O)NCc1ccccn1)OCc1ccccc1	6	13	5	-3	-12	9	0	0	-0.4	-1
CC(Oc1cc(F)ccc1[N+](=O)[O-])C(=O)Nc1ccc(S(=O)(=O)N2CCCC2)cc1 (centres undefined)	6	8	17	-7	-4	5	5	-6	-0.7	-5
O=C(NCCCCc1ccccc1)c1ccccc1	-18	2	4	-9	-4	5	-1	-5	-0.7	-4
Cc1ccc(/C=C/C(=O)Nc2nccs2)o1	51*	2	-4	1	-7	14	-42	-12	-0.6	-6
C[C@@H]1C=C(C(=O)N2CCN(Cc3ccc4c(c3)OCO4)CC2)O[C@H](OCCCCO)C1	-3	3	-2	-6	-1	5	-3	4	0.0	3
COC(=O)c1cc(NC(=O)c2cc(C(C)(C)C)nn2Cc2cccc(C)c2)ccc1N1CCOCC1	1	1	0	-4	.	8	2	0	.	.
FC(F)(F)c1cnc(N2CCC(=NOCc3ccc(Cl)cc3)CC2)c(Cl)c1	3	-3	20	-17	7	-15	-2	7	4.0	0
CCOc1ccccc1C(=O)Nn1c(C2CCC2)nc2ccccc2c1=O	-17	-10	-8	-33	3	-7	-1	-3	1.1	-2
O=C(COC(=O)c1ccccc1O)NC12CC3CC(CC(C3)C1)C2	3	10	.	-1	-1	6	.	0	-2.7	-3
CC1CCC(C(C)C)C(OC(=O)C[n+]2cc(-c3ccc(Cl)cc3)n3c2CCCCC3)C1 (centres undefined)	13	-3	34	-15	0	13	3	5	-0.7	-6
COc1ccc2c(=O)cc(CO)oc2c1	-2	9	.	4	-4	-2	.	6	-0.7	3
Cc1nc(SCC(=O)N2CC(C)OC(C)C2)nc(C)c1C (centres undefined)	10	1	12	-10	-7	3	0	2	0.1	-6
O=C(Nc1ccccc1)N1CCC(C(=O)N(Cc2ccco2)Cc2cccs2)CC1	-7	5	0	3	4	-2	-1	-6	?	-3
Cn1cccc1C(=O)NC(=O)COC(=O)c1ccccc1O	17	-5	-1	-16	-13	13	-4	-10	-0.6	5
Cc1cc(N2C(=O)C(=O)/C(=C(/O)c3ccc(F)cc3)C2c2ccc(Cl)cc2)no1 (centres undefined)	2	1	3	.	-17	4	3	-1	-1.0	1
Cc1nnc(NC(=O)c2ccc(-c3cccc(C(F)(F)F)c3)o2)s1	2	8	-9	-13	-43	-2	3	-1	-3.4	-2
O=C(NCc1ccccc1)c1ccc(C2SCC(=O)N2Cc2ccccc2)cc1 (centres undefined)	-8	4	-5	-9	.	1	-6	3	.	.
CC(=O)N1N=C(c2ccc(C)cc2)CC1c1ccc2c(c1)OCO2 (centres undefined)	-4	-10	8	-3	-8	3	3	7	-0.6	-4
CCC/C=C(\CCC)C(NC(=O)OCC(C)C)c1ccc(C(=O)OC)cc1 (centres undefined)	6	-14	5	-14	-5	-4	-4	6	0.3	-6
COc1ccc(Cl)cc1-c1nc(SCC(=O)NC2CC2)n[nH]1	-9	-6	-5	-12	-3	3	0	0	-0.6	-2
COc1cccc(N2C(=O)CC(NNC(=O)c3cccs3)C2=O)c1 (centres undefined)	21	-5	3	-11	-9	-9	-3	8	-1.4	-3
CC1Sc2ccc(S(=O)(=O)CCC(=O)NC3CCCCC3C)cc2NC1=O (centres undefined)	12	3	-2	2	-8	-1	1	4	-4.3	-1

Continuation:
SMILES	CCHFV vOTU inh	Rv3671c inh	VHR inh abs	SSB-PriA inh	BoNT F protease	MazF activator	3CLpro inhibitor	PrPC TRFRET	BoNT-A LC inh2	Anthrax LF inh2
Cc1ccc(-n2c(C)cc(/C=N/NC(=O)c3ccncc3)c2C)cc1	10	11	-18	.	-9	-10	-10	-7	-1.0	-2
Cc1cnc(C(=O)OCC(=O)NC(C)C)cn1	11	4	26	-4	-2	-18	7	-5	0.1	-3
CN1CCC(NC(=O)CCc2ccccc2)CC1	-9	5	46	-10	1	5	4	0	-1.1	-3
Cc1ccc2nsnc2c1S(=O)(=O)N1CCN(CCc2ccccc2)CC1	3	-9	6	1	-3	2	1	-25	-0.1	-8
O=S(=O)(N1CCCCCC1)N1CCNCC1	4	4	5	-6	15	10	-2	3	-5.2	0
COc1ccc(-c2nnn(CC(=O)N(Cc3cccs3)C(C)C(=O)NCCC(C)C)n2)cc1OC (centres undefined)	22	-12	27	-1	4	-73	4	6	-0.5	-6
Cc1cc(C)n(/N=C/c2ccccc2O)c(=O)c1	-12	1	-22	.	-1	-10	4	8	0.3	0
COC(=O)c1c(C)n(-c2ccc(OC)cc2)c2ccc(O)cc12	19	-7	0	2	-10	10	2	10	0.2	0
Cc1ccnc(NC(=O)CNC(=O)c2ccccc2)c1	-6	-2	.	-24	.	2	.	5	.	.
Cc1cccc2cc(COC(=O)C(C)C)c(=O)[nH]c12	-1	-8	-5	6	-1	4	-4	-1	0.0	-1
Cc1c(CN2CCC(C(=O)Nc3cccc(-c4cccc(Cl)c4)c3)CC2)cnn1C	10	-4	-37	-39	-3	9	2	-10	-2.1	0
COc1ccc(NC(=O)c2sc3cc(C(F)(F)F)cnc3c2-c2cccs2)cc1	8	0	33	5	-4	2	-3	-4	-0.2	-2
COc1ccc(OC)c(NC(=O)CC(Cc2ccccc2OC)C(=O)O)c1 (centres undefined)	-7	2	20	-1	-2	7	-2	2	-1.3	0
CCOc1ccc(C2/C(=C(\O)c3c(C)[nH]c(C(=O)OC)c3C)C(=O)C(=O)N2CCN(C)C)cc1 (centres undefined)	.	3	10	.	-3	-2	-5	.	0.4	3
OC(COc1ccc(Cl)cc1Cl)Cn1ccnc1 (centres undefined)	5	-5	2	2	4	2	-1	-3	-1.6	-14
Clc1nc(NCc2cccnc2)nc(N2CCOCC2)n1	0	-4	22	-6	-20	13	-5	-6	0.0	-8

Six entries drawn at random from those above:
SMILES	CCHFV vOTU inh	Rv3671c inh	VHR inh abs	SSB-PriA inh	BoNT F protease	MazF activator	3CLpro inhibitor	PrPC TRFRET	BoNT-A LC inh2	Anthrax LF inh2
COc1ccc(OC)c(NC(=O)CC(Cc2ccccc2OC)C(=O)O)c1 (centres undefined)	-7	2	20	-1	-2	7	-2	2	-1.3	0
COc1ccc(-c2nnn(CC(=O)N(Cc3cccs3)C(C)C(=O)NCCC(C)C)n2)cc1OC (centres undefined)	22	-12	27	-1	4	-73	4	6	-0.5	-6
COc1ccc(NC(=O)c2sc3cc(C(F)(F)F)cnc3c2-c2cccs2)cc1	8	0	33	5	-4	2	-3	-4	-0.2	-2
COC(=O)c1c(C)n(-c2ccc(OC)cc2)c2ccc(O)cc12	19	-7	0	2	-10	10	2	10	0.2	0
OC(COc1ccc(Cl)cc1Cl)Cn1ccnc1 (centres undefined)	5	-5	2	2	4	2	-1	-3	-1.6	-14
CCOc1ccc(C2/C(=C(\O)c3c(C)[nH]c(C(=O)OC)c3C)C(=O)C(=O)N2CCN(C)C)cc1 (centres undefined)	.	3	10	.	-3	-2	-5	.	0.4	3
